Bioassay records as filed in PubChem BioAssay.
Growth percent in the NCI-60 one-dose screen (48 h, 10 µM unless noted): 100 = growth as untreated, 0 = no growth, -100 = all killed.
HOP-62: HOP-62 NSCLC; 3.9% of 80,000 active; AID 1794735
EKVX: EKVX NSCLC | AID 1794765 | 3% of 71,000 active
SK-MEL-5: SK-MEL-5 melanoma. 6.4% of 80,000 active. AID 1794755
HOP-92: HOP-92 NSCLC cells | 6.3% of 71,000 active | AID 1794738
A549/ATCC: A549/ATCC NSCLC; 3.7% of 81,000 active; AID 1794740
SK-MEL-2: SK-MEL-2 melanoma | 4.7% of 77,000 active
SK-MEL-28: SK-MEL-28 melanoma | 4.1% of 81,000 active
M14: M14 melanoma; 6.2% of 80,000 active; AID 1794745
The depositor's hits bear a star; x = no result given. Rule for the calls: active = growth percent below 10; inactive = the rest. An unsorted share of the library; 11% or so of the library scored in one or more.

cpd | structure | HOP-62 | EKVX | SK-MEL-5 | HOP-92
1 | CCCCN(CCCC)CCC(=O)c1ccc(OC)c2ccccc12 | 101 | 93 | 101 | -14*
2 | CC(=O)Oc1ccc(OC(C)=O)c2c1C1C=CC2CC1 | x | 104 | 89 | 113
3 | COc1ccc(-c2cc(-c3cccnc3)nc3sc(C(=O)c4ccc(Cl)cc4)c(N)c23)cc1OC | 95 | 81 | 85 | 70
4 | Cn1cc(-c2csc(-c3c[nH]c4ccc(Br)cc34)n2)c2ccnc(Cl)c21 | 101 | 69 | 72 | 64
5 | NCCCNc1nc2ccccc2c2c(=O)c3cc(F)ccc3sc12 | 33 | 36 | 76 | 8.1*
6 | N#C/C(=C\c1ccc(-c2ccc(F)cc2)o1)c1ccccc1 | 83 | 59 | 93 | 80
7 | CCC(C)C1(C)OC1C(=O)OC (stereo unspecified) | 98 | x | 105 | 71
8 | CCOC(=O)c1cc2c(n1Cc1ccccc1)-c1oncc1CCC2 | 78 | x | 67 | 86

cpd | A549/ATCC | SK-MEL-2 | SK-MEL-28 | M14
1 | 80 | x | 154 | 104
2 | 106 | 101 | 109 | 102
3 | 87 | 114 | 112 | 105
4 | 42 | 85 | 72 | 43
5 | -29* | 51 | 0.2* | -55*
6 | 98 | 98 | 104 | 94
7 | 88 | 97 | 102 | 99
8 | 59 | 84 | 67 | 68

Excerpt: entries 1 to 4
cpd | structure | HOP-62 | EKVX | SK-MEL-5 | HOP-92
1 | CCCCN(CCCC)CCC(=O)c1ccc(OC)c2ccccc12 | 101 | 93 | 101 | -14*
2 | CC(=O)Oc1ccc(OC(C)=O)c2c1C1C=CC2CC1 | x | 104 | 89 | 113
3 | COc1ccc(-c2cc(-c3cccnc3)nc3sc(C(=O)c4ccc(Cl)cc4)c(N)c23)cc1OC | 95 | 81 | 85 | 70
4 | Cn1cc(-c2csc(-c3c[nH]c4ccc(Br)cc34)n2)c2ccnc(Cl)c21 | 101 | 69 | 72 | 64

cpd | A549/ATCC | SK-MEL-2 | SK-MEL-28 | M14
1 | 80 | x | 154 | 104
2 | 106 | 101 | 109 | 102
3 | 87 | 114 | 112 | 105
4 | 42 | 85 | 72 | 43

A few values from the results shown.
SK-MEL-5, entry 3 → 85
HOP-62, entry 7 → 98
HOP-92, entry 8 → 86
SK-MEL-2, entry 5 → 51
HOP-92, entry 2 → 113

Additional records:
cpd | structure | HOP-62 | EKVX | SK-MEL-5 | HOP-92
9 | COc1ccc(C=C2c3ccccc3-c3ccccc32)cc1 | 55 | 67 | 60 | 67
10 | c1ccn(CCc2ccncc2)c1 | 103 | 103 | 100 | 102
11 | COc1ccc(-c2nnc(-c3c(-c4ccc(F)cc4)nc4ncccn34)o2)cc1OC | 50 | 97 | 81 | x
12 | CCOC(=O)C1=C(c2ccccc2)N=C2N(c3ccccc3)N=C(C(C)=O)N2C1c1ccc(Br)cc1 (stereo unspecified) | 103 | 94 | 94 | 90
13 | O=C(CSc1nnc(-c2c[nH]c3ccccc23)n1-c1ccccc1)Nc1ccc(C(=O)/C=C/c2ccc(Cl)cc2)cc1 | 86 | 59 | 83 | 87
14 | CN1CCN(c2ccc3c(c2)nc(NNC(=O)c2ncccn2)c2cccn23)CC1 | -20* | -73* | x | -15*
15 | CC(C)C1CC(=O)c2c(oc3cc(O)c(O)cc23)C1 (stereo unspecified) | 107 | 98 | 101 | 86
16 | CCOc1ccc(NC(=O)/C=C(C)/C=C/C=C(C)/C=C/C2=C(C)CCCC2(C)C)cc1 | 75 | 90 | 108 | 75

cpd | A549/ATCC | SK-MEL-2 | SK-MEL-28 | M14
9 | 52 | 55 | 65 | 30
10 | 104 | 105 | 115 | 105
11 | 97 | 103 | 89 | 121
12 | 91 | 90 | 100 | 100
13 | 79 | 88 | 84 | 82
14 | 13 | -7.5* | -28* | -53*
15 | 78 | 97 | 107 | 102
16 | 81 | 88 | 134 | 96

Next entries follow.
cpd | structure | HOP-62 | EKVX | SK-MEL-5 | HOP-92
17 | Cn1nc(C(F)(F)F)cc1-c1cc(Cl)c(COc2ccc(Cl)cc2)c(-c2ccc(Cl)c(C(F)(F)F)c2)c1O | -41* | -2.8* | -74* | x
18 | Cc1ccccc1/C=C/C(=O)c1cccc(OCCCCOc2cccc(C(=O)/C=C/c3ccccc3C)c2)c1 | 102 | 95 | 101 | 94
19 | CC1(C)S[C@@H]2C(N3C(=O)[C@@H](c4ccccc4)NC3(C)C)C(=O)N2[C@H]1C(=O)O (stereo partly specified) | 111 | 96 | 100 | 87
20 | CCOC(=O)/C=C1\S/C(=N\Nc2ccc([N+](=O)[O-])cc2[N+](=O)[O-])N(Cc2ccccc2)C1=O | 103 | 86 | 97 | 72
21 | O=C(CSc1nc2ccccc2c(=O)n1CCc1ccccc1)c1ccc(F)cc1 | 98 | 84 | 103 | x
22 | CCN(CC)CCn1cnc2c1c(=O)n(C)c(=O)n2C | 98 | 107 | 91 | 98
23 | CCOc1ccc2c(c1)c(C)cc(C)[n+]2CC | 81 | 36 | 78 | 54
24 | COc1cc(C(=O)NN=C(C)C)cc(OC)c1OC | 107 | 97 | 102 | 94

cpd | A549/ATCC | SK-MEL-2 | SK-MEL-28 | M14
17 | 2.9* | -82* | -49* | -67*
18 | 84 | 103 | 95 | 98
19 | x | 144 | 106 | 115
20 | 93 | 102 | 99 | 100
21 | 90 | 108 | 115 | 100
22 | 89 | 103 | 117 | 103
23 | 45 | 98 | 102 | 102
24 | 97 | 120 | 118 | 105

Additional entries follow.
cpd | structure | HOP-62 | EKVX | SK-MEL-5 | HOP-92
25 | O=C(C=C(c1ccccc1)c1ccccc1)Oc1ccccc1 | 101 | 85 | 106 | 47
26 | CCS/C(Nc1ccccc1)=C(\C#N)C(=O)N/N=C/c1ccco1 | 97 | 101 | 101 | 95
27 | C=C1C(=O)O[C@H]2[C@H]1CC/C(COC(=O)CCCC(=O)OC/C1=C/CC[C@@]3(C)O[C@H]3[C@H]3OC(=O)C(=C)[C@@H]3CC1)=C\CC[C@@]1(C)O[C@@H]21 | 80 | 51 | 33 | -43*
28 | Cc1cc(C)nc(NS(=O)(=O)c2ccc(NCn3cnc4ccccc43)cc2)n1 | 87 | 112 | 100 | 88
29 | Cc1ccc(S(=O)(=O)N2C(=O)/C(=C\c3cn(S(=O)(=O)c4ccc(C)cc4)c4ccccc34)c3ccccc32)cc1 | 80 | 100 | 98 | x
30 | CCCCCCCCC(=O)C(C)C | 102 | x | 100 | 101
31 | CC1=C(C#N)C2=NNCC(c3ccccc3)=NN2C(c2ccccc2)=C1 | 86 | 100 | 106 | x
32 | Cc1ccccc1-n1c(C)nc2cc(N3C(=O)CSC3c3ccc(F)cc3)ccc2c1=O (stereo unspecified) | 116 | 108 | 91 | x

cpd | A549/ATCC | SK-MEL-2 | SK-MEL-28 | M14
25 | 97 | 85 | 109 | 98
26 | 87 | 94 | 109 | 99
27 | 74 | 19 | 8.8* | -33*
28 | 96 | 105 | 117 | 99
29 | 87 | 68 | 101 | 101
30 | 101 | x | 106 | 111
31 | 99 | 113 | 109 | 103
32 | 98 | 89 | 116 | 124

More structures follow.
cpd | structure | HOP-62 | EKVX | SK-MEL-5 | HOP-92
33 | CC(C)Sc1nc(NC2CC2)c(C#N)c(-c2ccc(C(C)C)cc2)n1 | 82 | 94 | 100 | 91
34 | CCCCCC(=O)c1ccc(O)cc1O | 98 | x | 99 | 104
35 | CCOC(=O)c1cnn(-c2ccc(-c3ccccc3OC)nn2)c1N | 93 | x | 94 | 91
36 | Cc1cccc(OCC(O)CN2CCCC2)c1 (stereo unspecified) | 106 | 114 | 107 | x
37 | CCn1cc(CNc2ccc(C(=O)Nc3ccc4ccccc4c3)cc2)c(C)n1 | x | 37 | -31* | x
38 | C=C1CCC2C(C)(CO)C(O)CCC2(C)C1C/C=C1/C(=O)OCC1OCc1ccccc1 (stereo unspecified) | 103 | 110 | 102 | 101
39 | COC(=O)[C@H]1[C@H]2C[C@@H]3c4[nH]c5cc(OC)ccc5c4CCN3C[C@H]2C[C@@H](OC(=O)c2ccc(N)cc2)[C@@H]1OC | 84 | 101 | 86 | x
40 | CCN(CC)C(C)C(=O)Nc1cccc(Cl)c1C (stereo unspecified) | 90 | 104 | 102 | 100

cpd | A549/ATCC | SK-MEL-2 | SK-MEL-28 | M14
33 | 99 | 97 | 107 | 107
34 | x | 101 | 106 | 112
35 | 95 | 93 | 102 | x
36 | 100 | 139 | 123 | 108
37 | 63 | 61 | 78 | 45
38 | 98 | 94 | 98 | 97
39 | 85 | x | 90 | 97
40 | 90 | 96 | 115 | 109

Remaining list, next part
cpd | structure | HOP-62 | EKVX | SK-MEL-5 | HOP-92
41 | O=C(OCc1nc2sc3c(c2c(=O)[nH]1)CCCC3)c1cn(-c2ccccc2)nc1-c1ccccc1 | 103 | 98 | 103 | 103
42 | Nc1nc(N)c2c(n1)NC(c1ccc(Cl)cc1)CC(c1ccc(Nc3nc(NCCO)nc(Nc4ccc(Cl)cc4)n3)cc1)=N2 (stereo unspecified) | -64* | 76 | 48 | 67
43 | O=Cc1nccc2c1[nH]c1ccccc12 | 95 | x | 104 | x
44 | COc1ccc(/C=C/C(=O)c2ccc(NC(=O)CSc3nnc(-c4cc(-c5ccc(OC)cc5)nc5ccccc45)n3-c3ccccc3)cc2)cc1 | 88 | 103 | 101 | 103
45 | Cc1ccc(C2CC(c3ccc(Nc4nc(NCCO)nc(N5CCOCC5)n4)cc3)=NN2c2cc(Cl)cc(Cl)c2)cc1 (stereo unspecified) | 100 | 91 | 90 | 110
46 | O=C1c2ccccc2C(=O)N1CCCl | 98 | x | 106 | 92
47 | c1ccc(Cn2ccnc2C2OCCO2)cc1 | 112 | x | 106 | 98
48 | CCCC(C)c1ccc(O)cc1 (stereo unspecified) | 102 | 121 | 112 | 81

cpd | A549/ATCC | SK-MEL-2 | SK-MEL-28 | M14
41 | 99 | 103 | 110 | 97
42 | 52 | 54 | 103 | 34
43 | 106 | 106 | 91 | 93
44 | 90 | 109 | 106 | 99
45 | 75 | 104 | 90 | 108
46 | 104 | 116 | 108 | 106
47 | 105 | 106 | 95 | 107
48 | 105 | x | 129 | 108

(list continues)
cpd | structure | HOP-62 | EKVX | SK-MEL-5 | HOP-92
49 | Cc1ccccc1/C=C1/SC(N2CCN(c3ccccc3)CC2)=NC1=O | 101 | 88 | 98 | 76
50 | CCN1C(=O)N(CC)C2C1NN=C1SCC(=O)N12 (stereo unspecified) | 100 | 87 | 101 | 114
51 | COc1ccc(-c2onc(N)c2-c2cc(OC)c3c(c2OC)OCO3)cc1 | 101 | x | 97 | 88
52 | COc1ccc(C(=O)/C=C/c2c(OC)cc(OC)cc2OC)c(OC)c1 | 40 | 59 | -5.5* | 32
53 | Cc1nc2n(c1C(=O)N(C(=O)c1c(C)nc3n1CCS3(=O)=O)c1ccccn1)CCS2(=O)=O | 113 | 87 | 102 | 124
54 | Fc1ccc(Nc2n[nH]c(-c3ccccc3)n2)cc1 | 95 | 88 | 99 | 83
55 | COc1ccc(/C=C/C(=O)c2ccc(NC(=O)CSc3nnc(-c4ccc5nc(-c6ccc(Cl)cc6)[nH]c5c4)o3)cc2)cc1 | 103 | 103 | 90 | 102
56 | CC(Oc1cc(Cl)c(Cl)cc1Cl)C(=O)OCC(=O)N(C)C (stereo unspecified) | 102 | 99 | 108 | 93

cpd | A549/ATCC | SK-MEL-2 | SK-MEL-28 | M14
49 | 103 | 110 | 105 | 92
50 | 102 | 106 | 97 | 85
51 | 108 | 103 | 104 | 96
52 | 32 | -9.1* | 57 | 4.8*
53 | 107 | 96 | 120 | 106
54 | 98 | 92 | 105 | 102
55 | 105 | 111 | 113 | 106
56 | 101 | 111 | 109 | 108

Filtered by structure, the compounds so far containing fluorine.
cpd | structure | HOP-62 | EKVX | SK-MEL-5 | HOP-92
5 | NCCCNc1nc2ccccc2c2c(=O)c3cc(F)ccc3sc12 | 33 | 36 | 76 | 8.1*
6 | N#C/C(=C\c1ccc(-c2ccc(F)cc2)o1)c1ccccc1 | 83 | 59 | 93 | 80
11 | COc1ccc(-c2nnc(-c3c(-c4ccc(F)cc4)nc4ncccn34)o2)cc1OC | 50 | 97 | 81 | x
17 | Cn1nc(C(F)(F)F)cc1-c1cc(Cl)c(COc2ccc(Cl)cc2)c(-c2ccc(Cl)c(C(F)(F)F)c2)c1O | -41* | -2.8* | -74* | x
21 | O=C(CSc1nc2ccccc2c(=O)n1CCc1ccccc1)c1ccc(F)cc1 | 98 | 84 | 103 | x
32 | Cc1ccccc1-n1c(C)nc2cc(N3C(=O)CSC3c3ccc(F)cc3)ccc2c1=O (stereo unspecified) | 116 | 108 | 91 | x
54 | Fc1ccc(Nc2n[nH]c(-c3ccccc3)n2)cc1 | 95 | 88 | 99 | 83

cpd | A549/ATCC | SK-MEL-2 | SK-MEL-28 | M14
5 | -29* | 51 | 0.2* | -55*
6 | 98 | 98 | 104 | 94
11 | 97 | 103 | 89 | 121
17 | 2.9* | -82* | -49* | -67*
21 | 90 | 108 | 115 | 100
32 | 98 | 89 | 116 | 124
54 | 98 | 92 | 105 | 102

Reformatted with values under each structure: entries from further up.
Fields: HOP-62	EKVX	SK-MEL-5	HOP-92	A549/ATCC	SK-MEL-2	SK-MEL-28	M14
(36) Cc1cccc(OCC(O)CN2CCCC2)c1 (stereo unspecified)
    106	114	107	x	100	139	123	108
(37) CCn1cc(CNc2ccc(C(=O)Nc3ccc4ccccc4c3)cc2)c(C)n1
    x	37	-31*	x	63	61	78	45

Other compounds follow.
cpd | structure | HOP-62 | EKVX | SK-MEL-5 | HOP-92
57 | O=C(NN1CCCCC1)c1ccccc1 | 79 | 97 | 102 | 111
58 | CCCCCCCCCCCCNC(=S)N/N=C/c1ccc(Cl)cc1 | 117 | 101 | 96 | 142
59 | COC(c1ccccc1)(c1ccccc1)c1ccc2ccc3ccccc3c2c1 | 96 | 68 | 103 | 106
60 | O=C1c2ccccc2C(=O)C1(O)C1(O)C(=O)c2ccccc2C1=O | 89 | 94 | 110 | 90

cpd | A549/ATCC | SK-MEL-2 | SK-MEL-28 | M14
57 | 71 | 105 | 107 | 98
58 | 103 | 94 | 99 | 109
59 | 77 | 87 | 103 | 91
60 | 98 | 104 | 123 | 107
